# NCF1 inh: blocks human p47phox regulatory protein of NADPH oxidases. actives 0.53% (n = 220,000). inhibition, % at 24.7 µM. P14598. p47phox/p22phox peptide binding, fluorescence polarization, 2 h;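 active = inhibition above about 30%, limit read from the data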;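 also: 0% = p47phox with labelled peptide and 100% = labelled peptide alone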
# Target sequence (P14598 whole entry, looked up): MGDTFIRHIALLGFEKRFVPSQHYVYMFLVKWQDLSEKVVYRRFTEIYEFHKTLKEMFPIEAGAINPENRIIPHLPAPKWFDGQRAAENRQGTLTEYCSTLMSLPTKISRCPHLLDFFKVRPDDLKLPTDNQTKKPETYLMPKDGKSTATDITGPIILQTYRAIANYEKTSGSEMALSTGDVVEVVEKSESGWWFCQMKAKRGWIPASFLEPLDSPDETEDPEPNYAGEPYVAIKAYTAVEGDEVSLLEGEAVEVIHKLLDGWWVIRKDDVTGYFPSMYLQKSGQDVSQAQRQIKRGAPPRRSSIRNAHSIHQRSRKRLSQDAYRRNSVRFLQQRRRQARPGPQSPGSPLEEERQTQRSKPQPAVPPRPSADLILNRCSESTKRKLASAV
# PGE2 EP2 inh: EP2 receptor (human) inhibition; P43116; C6 glioma cells expressing human EP2, cAMP TR-FRET; cells stimulated with saturating PGE2; inhibition, % at 25 µM; actives 0.52% (n = 260,000);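 active = percent inhibition above 40 after rounding to a whole number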;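 also: rat C6 glioma host cells with rolipram phosphodiesterase inhibitor present; the protocol text gives 20 µM as final concentration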
# p97 ATPase inh: inhibitors of human p97 ATPase. P55072. inhibition, % at 8 µM. recombinant p97 ATPase, Kinase-Glo ATP luminescence, 3 h. actives 0.42% (n = 220,000); in the data active = inhibition above about 15%;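 also: 0% = DMSO vehicle and 100% = wells lacking enzyme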
# PPC-1+TRAIL kill: PPC-1 cancer cell killing with TRAIL present | actives 0.41% (n = 220,000) | PPC-1 cells + TRAIL, ATPLite viability luminescence | cell killing (% activity), % at 4 µM;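 active = cell killing above 50% in the first pass at 4 µM, then a duplicate retest at 5 µM averaging 50% or more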;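 also: plate controls were cells with TRAIL plus DMSO for no effect and medium-only wells lacking cells for full effect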
# Ba/F3 V617F tox: reduce viability of Ba/F3 cells dependent on JAK2V617F; inhibition, % at 5.6 µM; Ba/F3 EpoR-JAK2V617F viability, ATP luminescence; actives 1.1% (n = 220,000); AID 1446;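 active = inhibition above the campaign mean plus 3 SD over all tested compounds, cut at about 24% in these data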;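 also: cytokine-independent growth of Ba/F3 cells driven by EpoR plus mutant JAK2; 0% = DMSO-treated cells and 100% = JAK inhibitor I control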
# TbHK1 inh: blocks Trypanosoma brucei hexokinase 1 activity | recombinant TbHK1, G6PDH-coupled NADH A340 | inhibition, % at 10 µM | actives 0.11% (n = 220,000) | AID 1430;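 active = inhibition of 50% or more in the single-dose primary screen; inactive = inhibition below 50%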
# RBBP9 inhibitor: blocks human serine hydrolase RBBP9; inhibition, % at 7.94 µM; recombinant RBBP9, FP-Rh probe fluorescence polarization; O75884; actives 0.2% (n = 220,000);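 active = inhibition above the campaign mean of all tested compounds plus 3 SD, cut at about 14% in these data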;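 also: plate controls were DMSO wells with RBBP9 for no effect and wells lacking RBBP9 protein for full effect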
#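 System: RBBP9 protein / Buffer or medium: Tris/NaCl buffer pH 8.0 with 0.1% Pluronic / Probe or stimulus: Serine-hydrolase probe FP-Rh, 375 nM pre-mixing / Dosing: 7.94 µM single dose, 0.794% DMSO / Times: enzyme-compound preincubation 30 min, then probe labeling 45 min, 25 °C / Technique: fluorescence polarization (mP), excitation 525 nm, emission 598 nm / Replication: singlicate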
# BaF3 tox: reduces parental Ba/F3 cell viability, JAK2V617F counter-screen; CellTiter-Glo ATP luminescence; inhibition, % at 5.6 µM; actives 1.1% (n = 220,000); AID 1486;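 active = inhibition above a per-campaign cutoff, the mean inhibition of all tested compounds plus 3 SD, cut at about 27% in these data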;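 also: 0% = DMSO wells and 100% = JAK Inhibitor I control wells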
# Furin inh: inhibitors of human furin; actives 0.061% (n = 220,000); purified furin, fluorogenic substrate cleavage; inhibition, % at 30 µM; in the data active = inhibition above about 25%; also: inactives centre near -15
# Target sequence (P09958 108-714 limits assumed): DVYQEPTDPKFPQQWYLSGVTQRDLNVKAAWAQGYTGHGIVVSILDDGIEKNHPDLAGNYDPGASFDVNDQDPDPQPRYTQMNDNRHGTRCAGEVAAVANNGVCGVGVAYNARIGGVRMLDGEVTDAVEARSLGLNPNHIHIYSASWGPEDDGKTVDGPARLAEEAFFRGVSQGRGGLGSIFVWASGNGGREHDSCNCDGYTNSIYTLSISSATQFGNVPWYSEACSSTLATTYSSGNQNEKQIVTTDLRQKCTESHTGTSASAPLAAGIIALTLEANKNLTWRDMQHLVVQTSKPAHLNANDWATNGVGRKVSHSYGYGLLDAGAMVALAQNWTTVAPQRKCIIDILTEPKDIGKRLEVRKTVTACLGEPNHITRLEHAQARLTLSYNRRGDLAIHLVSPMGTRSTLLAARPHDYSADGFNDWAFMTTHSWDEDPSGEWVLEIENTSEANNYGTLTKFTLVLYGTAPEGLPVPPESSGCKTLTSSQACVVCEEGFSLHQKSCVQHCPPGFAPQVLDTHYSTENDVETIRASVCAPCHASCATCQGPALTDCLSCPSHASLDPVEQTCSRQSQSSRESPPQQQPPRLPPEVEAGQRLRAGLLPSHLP
# Active calls of the source: *; nt = no result given; & = joins results of further samples; [ ] = another dose, or the depositor's remark. A portion of the library; rates above refer to the full screens.
SMILES,NCF1 inh,PGE2 EP2 inh,p97 ATPase inh,PPC-1+TRAIL kill,Ba/F3 V617F tox,TbHK1 inh,RBBP9 inhibitor,BaF3 tox,Furin inh
O=c1[nH]c(CSc2ncnc3sccc23)nc2ccccc12,-5,5,3,6,0,-4,-4,2,-17
Cc1ccccc1-c1nnc(SCCOc2ccc3c(C)cc(=O)oc3c2)o1,1,6,1,-7,-2,-12,-2,5,-10[20 µM]
Cc1ccc(-c2c[n+](CC(=O)c3cccs3)c3n2CCC3)cc1,2,5,4,22,33*,-10,4,62*,-7
CCN(CC)C(=O)CC(c1ccc(F)cc1)c1ccc(OC)cc1 (stereo unspecified),-4,5,-1,21,1,-1,-10,6,-9
Cc1cc(Br)cc2c1NC(=O)C2(O)CC(=O)c1ccco1 (stereo unspecified),-8,7,1,-2,3,-6,10,8,-17
O=C(CSc1nc(O)c(Cc2ccccc2)c(=O)[nH]1)N1CCOCC1,-6,7,-2,15,-1,4,-15,-3,-22
CCCCOC(=O)c1ccc(NC(=O)C(=O)NCC2CCCO2)cc1 (stereo unspecified),6,6,2,40,-5,4,3,4,-6[20 µM]
COc1ccc(N(CC(=O)Nc2cccc(C)c2C)S(=O)(=O)c2c(C)[nH]c(=O)[nH]c2=O)cc1,-5,4,-9,3,4,0,-13,-1,4
CC(=O)c1ccccc1OCC(O)CN1CCN(CCN2C(=O)c3cccc4cccc(c34)C2=O)CC1 (stereo unspecified),8,11,2,27,4,-21,-6,12,-5
Cc1ccc(CS(=O)(=O)c2nsc(C)c2C#N)cc1,-2,8,3,23,0,0,-4,5,-32
O=C(COC(=O)c1cnccn1)c1ccc(Cl)cc1,-7,7,7,7,-3,2,-1,0,-24
Cc1cccc(Nc2nc(N)c([N+](=O)[O-])c(N3CC(C)CC(C)C3)n2)c1 (stereo unspecified),-8,5,-1,22,4,15,-16,10,-11
CCCC(=O)Nc1nnc(SCC(=O)N2CCN(c3ccccc3)CC2)s1,-11,5,0,8,0,-6,-11,1,-18
O=C(Oc1ccccc1N1CCOCC1)c1sccc1Br,10,26,9,-5,-4,-1,6,2,-17
CCOC(=O)C1CCCN(C(=O)/C=C/c2cccc([N+](=O)[O-])c2)C1 (stereo unspecified),-9,15,-5,22,2,-4,-9,2,-19[20 µM]
COc1ccc2c(c1)CC/C(=C\c1ccc(OC)c(Cn3nc(C)cc3C)c1)C2=O,5,5,-6,18,-2,-20,-11,5,-6[20 µM]
C(=C\c1ccccc1)/CN1CCN(Cc2nc(Cc3ccccc3)no2)CC1,0,6,-2,12,2,-10,-6,2,-21
Cc1cc(C)cc(C(=O)N(c2ccccn2)C(C)c2ccco2)c1 (stereo unspecified),5,10,1,9,-2,1,-1,3,-29[20 µM]
Cc1cc(C(F)(F)F)nc(SCC(=O)Nc2ccccc2)n1,-7,2,-4,8,2,2,-7,0,-10[20 µM]
O=C(CCC1CC(=O)Nc2ccccc21)NCc1cccnc1 (stereo unspecified),0,6,-4,19,4,4,-8,5,-7
Cc1cc(C(=O)CSc2ncn[nH]2)c(C)n1-c1cccc(S(=O)(=O)N2CCOCC2)c1,-33,2,3,3,1,21,-6,7,-7
CCOC(=O)Cn1c2ccccc2c2nc(C)sc21,-7,10,1,0,-2,-3,-3,0,-18
Cc1cc(S(=O)(=O)N2CCCC2)c(C)s1,-14,15,1,-2,2,2,-11,-1,-22
COc1ccccc1C1CCN(Cc2cccc([N+](=O)[O-])c2)CC1,-4,15,5,5,2,-7,-3,2,-11

# Reformatted: entries from further up
# The line under a structure holds: NCF1 inh, PGE2 EP2 inh, p97 ATPase inh, PPC-1+TRAIL kill, Ba/F3 V617F tox, TbHK1 inh, RBBP9 inhibitor, BaF3 tox, Furin inh
> Cc1ccc(CS(=O)(=O)c2nsc(C)c2C#N)cc1
    -2, 8, 3, 23, 0, 0, -4, 5, -32
> O=C(COC(=O)c1cnccn1)c1ccc(Cl)cc1
    -7, 7, 7, 7, -3, 2, -1, 0, -24
> Cc1cccc(Nc2nc(N)c([N+](=O)[O-])c(N3CC(C)CC(C)C3)n2)c1 (stereo unspecified)
    -8, 5, -1, 22, 4, 15, -16, 10, -11
> CCCC(=O)Nc1nnc(SCC(=O)N2CCN(c3ccccc3)CC2)s1
    -11, 5, 0, 8, 0, -6, -11, 1, -18
> O=C(Oc1ccccc1N1CCOCC1)c1sccc1Br
    10, 26, 9, -5, -4, -1, 6, 2, -17
> CCOC(=O)C1CCCN(C(=O)/C=C/c2cccc([N+](=O)[O-])c2)C1 (stereo unspecified)
    -9, 15, -5, 22, 2, -4, -9, 2, -19[20 µM]
> COc1ccc2c(c1)CC/C(=C\c1ccc(OC)c(Cn3nc(C)cc3C)c1)C2=O
    5, 5, -6, 18, -2, -20, -11, 5, -6[20 µM]
> C(=C\c1ccccc1)/CN1CCN(Cc2nc(Cc3ccccc3)no2)CC1
    0, 6, -2, 12, 2, -10, -6, 2, -21
> Cc1cc(C)cc(C(=O)N(c2ccccn2)C(C)c2ccco2)c1 (stereo unspecified)
    5, 10, 1, 9, -2, 1, -1, 3, -29[20 µM]
> Cc1cc(C(F)(F)F)nc(SCC(=O)Nc2ccccc2)n1
    -7, 2, -4, 8, 2, 2, -7, 0, -10[20 µM]
> O=C(CCC1CC(=O)Nc2ccccc21)NCc1cccnc1 (stereo unspecified)
    0, 6, -4, 19, 4, 4, -8, 5, -7
> Cc1cc(C(=O)CSc2ncn[nH]2)c(C)n1-c1cccc(S(=O)(=O)N2CCOCC2)c1
    -33, 2, 3, 3, 1, 21, -6, 7, -7
> CCOC(=O)Cn1c2ccccc2c2nc(C)sc21
    -7, 10, 1, 0, -2, -3, -3, 0, -18
> Cc1cc(S(=O)(=O)N2CCCC2)c(C)s1
    -14, 15, 1, -2, 2, 2, -11, -1, -22

# More compounds follow:
SMILES,NCF1 inh,PGE2 EP2 inh,p97 ATPase inh,PPC-1+TRAIL kill,Ba/F3 V617F tox,TbHK1 inh,RBBP9 inhibitor,BaF3 tox,Furin inh
O=C(CCCN1C(=O)/C(=C\c2ccco2)SC1=S)Nc1cccc2ccccc12,-30,12,7,-3,-6,1,3,-1,1
COc1cccc(NC(=S)N(Cc2ccc(C(=O)O)cc2)Cc2ccc(OC)c(OC)c2)c1,-4,6,4,-21,2,-6,5,7,-15
CN(C)S(=O)(=O)c1ccc(Cl)c(NC(=O)COC(=O)CC(NC(N)=O)c2ccc(Cl)cc2)c1 (stereo unspecified),-18,2,-2,15,-2,-2,-15,1,-27
Cc1ccc(NC(=O)COc2ccc(-n3cnnn3)cc2)cc1C,-20,13,3,5,-3,11,-6,1,-15[20 µM]
Cc1oc(CC(C)C)cc1C(=O)Nc1ccc(C(=O)O)cc1,-15,6,-2,1,4,2,-1,3,-17
CCOC(=O)C1=C(CC)Nc2ccccc2N=C1NC(=O)c1cc(S(=O)(=O)N(C)C)ccc1Cl,0,7,2,8,-3,-6,11,1,-23[20 µM]
O=C(OCc1ccccc1)C1=[N+]([O-])OC(C(=O)OCc2ccccc2)C1c1c[nH]c2ccccc12 (stereo unspecified),-2,0,28*,-19,-1,5,-11,1,-7[20 µM]
CN(Cc1nc(Cc2cccc(F)c2)no1)CC1COCCO1 (stereo unspecified),-2,3,-5,nt,5,10,-6,8,-11
COCCNC(=O)c1cccc(C)c1[N+](=O)[O-],-10,6,3,-6,0,-16,-4,8,-11
COc1ccc(OC)c(NC(=O)C2CC(=O)N(c3ccccc3)C2)c1 (stereo unspecified),-6,6,-2,-10,5,-1,-8,4,-17
Cc1c(CN2CCCCC2C)c(=O)n(-c2ccccc2)n1C (stereo unspecified),-60,7,0,10,1,6,-2,2,-10
C/C(=C\C(=O)c1ccccc1)Nc1cccc(O)c1,6,5,9,8,0,-22,-6,1,-23
Cc1cc2nc(-c3cccnc3SCC(=O)NC(C)C)[nH]c2cc1C,-2,0,-14,38,7,-6,-3,14,-40
COc1ccc(C(=O)N(CC(=O)NC(C)(C)C)c2ccc3c(c2)OCCO3)cc1OC,-7,9&21,6,-4,-1,-1,15*,0,-26
Cc1cccc2cc(C(c3nnnn3CC3CCCO3)N3CCc4ccccc4C3)c(=O)[nH]c12 (stereo unspecified),-3,nt,11,16,-6,-19,5,4,-20
O=C1NC2(CCCCCC2)N=C1c1ccc(F)cc1,4,6,1,-18,-5,-4,-2,2,3[20 µM]
Cc1cc(C)cc(NC(=O)c2ccc3nc[nH]c3c2)c1,-14,8,3,9,-4,29,-4,1,-8
CCn1cc(S(=O)(=O)CC(=O)Nc2ccc3c(c2)OCO3)c2ccccc21,-2,9,nt,12,nt,-9,nt,nt,-34
CCc1ccc(NC2=CC(=O)CC(c3ccco3)C2)cc1 (stereo unspecified),3,11,4,2,-2,-7,-5,2,-8
CCC(CC)NC(=O)Cn1c(C(C)NC(C)=O)nc2ccccc21 (stereo unspecified),6,5,7,6,-3,-5,0,-8,-23
O=C(NC1CCCC1)C(c1ccncc1)N(CC1CCCO1)C(=O)Cn1nnc(-c2cccs2)n1 (stereo unspecified),-17,5,0,-8,-2,3,-11,2,-24[20 µM]
CN(C)c1ccc(C2N(c3ccc(Cl)cc3)C(=O)C3CCCN32)cc1 (stereo unspecified),-19,5,4,16,-3,-42,-2,5,-6
CCOC(=O)[C@H]1O[C@@H]1C(=O)N[C@@H](CC(C)C)C(=O)NCCC(C)C,8,13,3,10,-3,nt,0,-2,nt
Clc1cccc(Cl)c1Cn1nnc(-c2cccs2)n1,0,5,0,3,5,3,-4,7,-17[20 µM]
COc1ccc(OCCSc2n[nH]c(N)n2)cc1,-3,12,3,8,-3,5,0,3,-10[20 µM]
COc1cccc(NC(=O)COC(=O)Cc2ccc(Br)cc2)c1,-5,5,-4,1,3,2,-6,4,-21
O=C(CSc1oc(-c2ccc(F)cc2)nc1S(=O)(=O)c1ccccc1)NCC1CCCO1 (stereo unspecified),-4,13,1,12,-1,1,-4,4,-7[20 µM]
O=[N+]([O-])c1cc(/C=N/O)ccc1Sc1ccccc1,-9,8,-5,38,2,-5,-4,8,-15[20 µM]
CC(C)c1nnc(NC(=O)C2CCCN2C(=O)Nc2ccccc2[N+](=O)[O-])s1 (stereo unspecified),-2,7,3,2,0,-5,-5,6,-23
O=C(Nc1ccccc1N1CCN(C(=O)c2ccccc2)CC1)c1ccccc1Cl,-3,7,1,8,3,-10,2,-10,-25
COCCCNc1nc2nonc2nc1N1CCN(C2CCCC2)CC1,-6,9,5,18,-1,-30,-3,1,-21
Cc1ccc(N=Nc2ccc(O)c3ncccc23)cc1,-11,5,-3,14,2,81*,6,11,5
COc1ccc(-n2nnnc2SCC(=O)NCc2cccs2)cc1,-1,4,-4,-1,2,9,-5,8,-17

# Screening data as filed in PubChem BioAssay.
